Assay outcomes: PubChem BioAssay, National Center for Advancing Translational Sciences (NCATS)
A549 viability: Nrf2 qHTS screen for inhibitors: counterscreen for cytotoxicity | A549 ARE-Fluc cells, CellTiter-Fluor viability, 18-24 h | Potency, µM (titrated, usually from 46 µM), without a hit: at the highest dose activity change, negative = cytotoxicity, most hits filed as inhibitors | 390,000 tested, 0.16% active; further: potency means the concentration at half of the fitted maximal effect; on the % scale 0 is the no-effect control and ±100 the full control effect
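Cytotoxicity counterscreen: CellTiter-Fluor fluorescence was measured in A549 ARE_Fluc cells after 18-24 h of compound exposure in a concentration series. The subsequent BugLite luminescent read reports ARE-luciferase activity.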
IL-2 act: qHTS of IL-2 Activators; IL-2 activation reporter assay, cell-based qHTS; stimulated with anti-CD3/CD4/CD28 beads; in transgenic mouse T cells; activation, % (series mostly up to about 46 µM); 360,000 tested, 0.065% active; in the data active means activation above about 50%; inconclusive means mostly about 30% to 49%; further: 0% is about no effect
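Unstimulated transgenic mouse T cells preincubated 60 min with compound, then stimulated with anti-CD3/anti-CD4-coated beads plus anti-CD28 for 18 h at 37 degrees C. IL-2 response read as EGFP and DsRed fluorescence by plate cytometry.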
Nrf2 block: Nrf2 qHTS screen for inhibitors; A549 ARE-Fluc reporter, luciferase luminescence, 18-24 h; Potency, µM (series often up to 46 µM), without a hit: top-dose activity change, negative = inhibition, usual class: inhibitors; 360,000 tested, 2.1% active; further: potency means the concentration at half of the fitted maximal effect; on the % scale 0 is the no-effect control and ±100 the full control effect; nearly all actives have a fitted effect of over 60% in size
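A549 ARE_Fluc cells (5000/well, 5% FBS OPTI-MEM) pre-incubated 2 h, then treated with compounds 18-24 h at 37C/5% CO2 in concentration-response. CellTiter-Fluor viability read first; BugLite luciferase luminescence after 15 min at room temperature gives Nrf2 activity.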
Nrf2 ARE act: qHTS of Nrf2 Activators. AREc32 ARE-luciferase reporter (MCF7-derived line), luminescence, 24 h. Potency, µM (top dose mostly 46.1 µM), without a hit: at the top dose activation, hits mostly activators. 410,000 tested, 0.31% active; further: potency means the concentration at half of the fitted maximal effect; % of control where 0% means no effect; nearly all actives have a fitted effect of over 65% in size
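Luciferase luminescence (Steady-Glo, 30 min at room temperature) served as the read-out of ARE activation in AREc32 cells treated with compounds for 24 hr at 37 deg C.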
TGFb inhibitor: qHTS for Inhibitors of TGF-b; HepG2 CAGA-GFP TGF-b/SMAD3 reporter, GFP fluorescence, 18 h; TGF-beta stimulated, 500 pg/mL final; 410,000 tested, 1.2% active; Potency, µM (series often up to 46.1 µM), without a hit: at the top dose activity, negative = inhibition, hits mostly inhibitors; AID 588855, 2011; further: potency means the concentration at half of the fitted maximal effect; on the % scale 0 is the no-effect control and ±100 the full control effect; nearly all actives have a fitted effect of over 65% in size
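Cell-based qHTS in HEPG2 carrying a CAGA-GFP Smad reporter; compounds added before 500 pg/mL final TGF-beta, 18 h incubation at 37 degrees C, GFP fluorescence quantified per cell by imaging cytometry.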
ATXN2 expr inh: Primary qHTS for Inhibitors of ATXN expression | HEK-293 ATXN2-luciferase reporter, luminescence, 24 h | Potency, µM (series often up to 57 µM), for inactives: at the highest dose activity change, negative = inhibition, most hits filed as inhibitors | 360,000 tested, 0.72% active | AID 1745845, 2022; further: potency means the concentration at half of the fitted maximal effect; on the % scale 0 is the no-effect control and ±100 the full control effect; nearly all actives have a fitted effect of over 55% in size
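ATXN2-luciferase reporter cells (luciferase flanked by upstream and downstream ATXN2 gene portions) were treated 24 h at 37 °C with compounds at up to 57 uM. SteadyGlo luminescence gave expression; GF-AFC fluorescence gave viability.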
ATXN viability: Viability Counterscreen for Primary qHTS for Inhibitors of ATXN expression. S2 cells (HEK-293 line with an ATXN2-luciferase reporter) viability, CellTiter-Fluor protease fluorescence, 24 h. Potency, µM (highest dose often 56.7 µM), hits mostly cytotoxic. 400,000 tested, 0.49% active. AID 651635, 2014; further: potency means the concentration at half of the fitted maximal effect; nearly all actives have a fitted effect of over 40% in size
HepG2 viability: qHTS for Inhibitors of TGF-b: Cytotox Counterscreen. HepG2 CAGA-GFP viability, ATP luminescence, 18 h. Potency, µM (series often up to 46.1 µM), for the others: at the top dose activity change, negative = cytotoxicity, usual class: cytotoxic. 410,000 tested, 0.76% active; further: potency means the concentration at half of the fitted maximal effect; some results filed as inactive show a strong effect at the top dose
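HepG2 CAGA-GFP cells (1000/well, DMEM with 1% FBS) received compound, then TGF-beta at 500 pg/mL final, and were incubated 18 hours at 37 degrees C. Viability was read by CellTiter-Glo luminescence. Media-only wells were set as complete cell-killing and DMSO as no toxicity.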
EPAC2 agonist: qHTS for Agonist of cAMP-regulated guanine nucleotide exchange factor 4 (EPAC2): primary screen; Potency, µM (titrated, usually from 154 µM), inactives show at the highest dose activation, actives largely listed as activators; Rap guanine nucleotide exchange factor 4 (Homo sapiens), Q8WZA2; EPAC2 activation, biochemical qHTS; response scale: 100% = 6.5 mM cAMP response; 360,000 tested, 0.079% active; further: potency means the concentration at half of the fitted maximal effect; nearly all actives have a fitted effect of over 50% in size
Target sequence (Q8WZA2 whole entry, looked up): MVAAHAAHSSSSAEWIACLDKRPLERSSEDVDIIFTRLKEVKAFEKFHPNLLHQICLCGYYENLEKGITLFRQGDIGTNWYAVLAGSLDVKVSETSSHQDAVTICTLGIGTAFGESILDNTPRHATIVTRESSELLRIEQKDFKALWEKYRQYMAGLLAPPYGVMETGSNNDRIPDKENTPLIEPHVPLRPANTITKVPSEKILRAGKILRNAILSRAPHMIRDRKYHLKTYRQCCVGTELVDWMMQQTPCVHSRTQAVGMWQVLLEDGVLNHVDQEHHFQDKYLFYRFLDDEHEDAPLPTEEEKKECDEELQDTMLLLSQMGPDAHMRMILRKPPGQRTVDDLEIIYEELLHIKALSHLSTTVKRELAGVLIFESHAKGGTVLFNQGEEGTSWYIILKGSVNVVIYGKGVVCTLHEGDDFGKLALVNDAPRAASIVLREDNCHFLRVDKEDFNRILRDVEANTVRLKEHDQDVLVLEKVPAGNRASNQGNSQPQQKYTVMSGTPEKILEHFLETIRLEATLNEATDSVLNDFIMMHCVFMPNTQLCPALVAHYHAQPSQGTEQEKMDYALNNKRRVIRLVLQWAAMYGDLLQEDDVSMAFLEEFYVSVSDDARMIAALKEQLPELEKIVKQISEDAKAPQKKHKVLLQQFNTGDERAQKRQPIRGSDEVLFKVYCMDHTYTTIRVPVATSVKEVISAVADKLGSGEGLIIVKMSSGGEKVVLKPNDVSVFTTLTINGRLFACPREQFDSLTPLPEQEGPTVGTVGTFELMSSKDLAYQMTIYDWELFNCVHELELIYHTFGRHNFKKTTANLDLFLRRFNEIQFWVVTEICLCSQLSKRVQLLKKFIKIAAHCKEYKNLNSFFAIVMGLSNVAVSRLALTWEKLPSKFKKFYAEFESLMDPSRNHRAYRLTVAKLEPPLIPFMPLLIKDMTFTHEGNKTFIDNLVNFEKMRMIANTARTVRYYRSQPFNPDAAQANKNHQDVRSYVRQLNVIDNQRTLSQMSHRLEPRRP
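Readout is BODIPY fluorescence (480 nm excitation, 540 nm emission), which falls as labeled GDP is exchanged off Rap1B. EPAC2 at 100 nM acted on 250 nM RAP1B-BODIPY-GDP with 50 uM GDP present.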
Starred values were filed as active, the others as inactive; i = inactive; ? = inconclusive; . = not tested or not shown; & = joins results of further samples; [ ] = dose if it differs, or a comment. Unless noted, the call rests on the fitted dose curve; in most records, active means well fitted curve in the direction sought with a large enough effect; inconclusive means small, poorly fitted or top-dose-only effect, or another doubt; inactive means no such curve, though single readings can be large; an effect the other way counts as inactive or inconclusive.

#1 COC(=O)c1ccc(Nc2nc(-c3ccccc3Cl)nc3ccccc23)cc1
#2 CCc1cccc(C)c1NS(=O)(=O)c1cccs1
#3 COc1ccc(C(=S)N2CCOCC2)cc1OC(=O)c1cc(OC)c(OC)c(OC)c1
#4 COC(=O)c1c(NC(=O)CC2Nc3ccccc3NC2=O)sc(C)c1C (centres undefined)
#5 CC(Sc1nnc2n1CCCCC2)C(=O)Nc1ccc(S(N)(=O)=O)cc1 (centres undefined)
#6 CCCC(=O)C1=C(O)C(C(=O)OC)C(C)(C)CC1=Nc1ccc(Br)cc1 (centres undefined)
#7 Cc1ccc(OCCn2c(SCCO)nc3c(N)ncnc32)cc1
#8 COc1ccc2nc3c(cc2c1)c(NC(=O)C1CCCO1)nn3CC(C)C (centres undefined)

assay / entry,1,2,3,4,5,6,7,8
A549 viability,5%,-2%,1%,6%,-6%,5%,7%,23%
IL-2 act,.,2.5,-1.6,185*,-1.3,0.7,-2.9,9.2
Nrf2 block,-12%,8%,-5%,3%,3%,-25%,?,.
Nrf2 ARE act,-1.4%,0.0%,0.6%,4.6%,0.0%,-1.6%,-0.4%,4.8%
TGFb inhibitor,?,3%,-5%,-3%,11%,-16%,9%,1%
ATXN2 expr inh,?,-5%,11%,-27%,-3%,-36%,-15%,15%
ATXN viability,?,i,i,i,i,i,i,.
HepG2 viability,-28%,4%,-7%,-12%,0%,4%,-1%,5%
EPAC2 agonist,.,6%,15%,8%,4%,12%,-2%,7%

Some of these compounds in order of length of the SMILES, largest number first:
#3 COc1ccc(C(=S)N2CCOCC2)cc1OC(=O)c1cc(OC)c(OC)c(OC)c1
#8 COc1ccc2nc3c(cc2c1)c(NC(=O)C1CCCO1)nn3CC(C)C (centres undefined)
#7 Cc1ccc(OCCn2c(SCCO)nc3c(N)ncnc32)cc1

assay / entry,3,8,7
A549 viability,1%,23%,7%
IL-2 act,-1.6,9.2,-2.9
Nrf2 block,-5%,.,?
Nrf2 ARE act,0.6%,4.8%,-0.4%
TGFb inhibitor,-5%,1%,9%
ATXN2 expr inh,11%,15%,-15%
ATXN viability,i,.,i
HepG2 viability,-7%,5%,-1%
EPAC2 agonist,15%,7%,-2%

Going on with the list:
#9 CCOC(=O)c1c(NC(=O)CSc2nnc(-c3ccccc3)o2)sc(C(C)=O)c1C
#10 Cc1ccc(NC(=O)CSc2nnc(NC(=O)c3ccc(S(=O)(=O)N4CCOCC4)cc3)s2)cc1
#11 CN(C)c1ccc(/C=N/NC(=O)CN(c2ccccc2Cl)S(C)(=O)=O)cc1Br
#12 CC1=CC2(C)C(C3C(C)=CC2(C)C(=O)C3(C)O)C(C)(O)C1=O (centres undefined)
#13 O=C(NCc1cccc(OC(F)(F)F)c1)c1ccc2c(c1)S(=O)(=O)c1cc(Cl)ccc1C2=O
#14 CCC(C)n1c(=S)[nH]c2ccccc2c1=O (centres undefined)
#15 CC1=C(C(=O)OCC2CCCO2)C(c2ccccc2OC(C)C)C2=C(CC(c3ccco3)CC2=O)N1 (centres undefined)
#16 Cc1ccc(S(=O)(=O)CCC(=O)OCc2ccccc2F)cc1

assay / entry,9,10,11,12,13,14,15,16
A549 viability,-6%,-6%,-5%,13%,-11%,2%,7%,-5%
IL-2 act,-1.9,1.3,1.0,-0.5,3.2,0.2,-1.4,-2.2
Nrf2 block,-21%,-5%,.,0%,?,-4%,7%,0%
Nrf2 ARE act,8.4%,-0.6%,0.7%,-0.8%,2.8%,1.1%,-0.3%,-0.5%
TGFb inhibitor,0%,-7%,-3%,4%,-1%,0%,-4%,0%
ATXN2 expr inh,-19%,33%,-8%,3%,-8%,-8%,-1%,-3%
ATXN viability,i,i,i,i,i,i,i,i
HepG2 viability,-1%,3%,-8%,3%,4%,-11%,2%,4%
EPAC2 agonist,-2%,-17%,14%,8%,-2%,16%,-2%,1%

#17 Cc1ccc(C2CC(c3cccs3)=NN2C(=O)CSC2=NN3CCCC(=O)N=C3S2)cc1 (centres undefined)
#18 COc1cc2c(cc1OC)CN(Cc1ccc(OC)c(C)c1OC)CC2
#19 CCOC(=O)c1cccc(NC(=O)c2oc3c(c2C)-c2[nH]ncc2CC3)c1
#20 O=C1NCCN/C1=C\C(=O)c1ccccc1
#21 Cc1ccc(C(=O)Cn2nnc(-c3ccccc3-n3cnnn3)n2)cc1
#22 c1ccc(CCCCNCC2COc3ccccc3O2)cc1 (centres undefined)
#23 Cc1cc2nc(C3CCN(C(=S)NCC(C)C)CC3)[nH]c2cc1C
#24 CCOc1ccc(CNC(=O)CCc2c(C)nn(-c3ccc(N4CCOCC4)nn3)c2C)cc1

assay / entry,17,18,19,20,21,22,23,24
A549 viability,-9%,-14%,-27%,-6%,-6%,1%,4%,-1%
IL-2 act,-3.2,0.3,.,-1.3,-2.0,-0.5,0.4,.
Nrf2 block,-24%,9%,?,24%,11%,2%,?,?
Nrf2 ARE act,-0.3%,-1.1%,3.2%,0.8%,0.4%,-0.6%,-0.2%,0.4%
TGFb inhibitor,-17%,5%,-19%,23%,29%,-5%,-23%,6%
ATXN2 expr inh,-7%,-22%,.,33%,19%,3%,-31%,13%
ATXN viability,i,i,.,i,i,i,i,i
HepG2 viability,-14%,-20%,-28%,3%,-2%,-23%,-14%,-10%
EPAC2 agonist,12%,-4%,.,7%,12%,3%,-3%,.

#25 O=C(CSc1nncn2c1cc1sccc12)Nc1ccccc1C(F)(F)F
#26 COc1ccc(Nc2ccnc(Nc3ccc(OC)cc3)n2)cc1
#27 O=C(O)CC(C(=O)NC1CCCCC1)C1CCCO1 (centres undefined)
#28 COCCSc1ccccc1C(=O)Nc1cc(C)ccn1
#29 CCOC(=O)c1c(C)n(C)c2cc(Br)c(C)cc12
#30 O=S(=O)(NC1CC1)c1ccc(S(=O)(=O)N2CCN3CCCC3C2)cc1 (centres undefined)
#31 Cc1ccc(NC(=O)CSc2nccn2C)cc1F
#32 Cc1cc(S(=O)(=O)N2CCOCC2)ccc1OCC(=O)NCc1ccco1

assay / entry,25,26,27,28,29,30,31,32
A549 viability,13%,10%,13%,-5%,?,0%,9%,1%
IL-2 act,.,-5.6,0.2,1.5,-0.6,-1.2,-1.9,0.7
Nrf2 block,21µM*,?,15%,9%,1%,-5%,3%,-5%
Nrf2 ARE act,1.6%,2.3%,0.3%,-0.6%,0.1%,0.2%,0.1%,1.0%
TGFb inhibitor,-2%,?,-7%,0%,1%,-2%,-2%,2%
ATXN2 expr inh,.,?,-5%,-4%,5%,-4%,20%,-4%
ATXN viability,.,.,i,i,i,i,i,i
HepG2 viability,-7%,-49%,-9%,-13%,1%,3%,-5%,6%
EPAC2 agonist,.,18%,5%,0%,7%,8%,0%,14%

#33 CCOC(=O)n1c(=O)n(Cc2c(Cl)cccc2Cl)c2ccccc21
#34 CCCc1cc(=O)n2[nH]c(-c3cc(OC)c(OC)c(OC)c3)nc2n1
#35 COc1cccc(-c2cc(C(=O)N3CCN(c4ccccc4OC)CC3)no2)c1
#36 COc1ccc(-c2nnc(SCC(=O)NC(=O)Cc3ccccc3)n2C)cc1
#37 COC(=O)c1c(NC(=O)COC(=O)Cn2cnc3ccccc32)sc(C)c1C
#38 O=C(N/N=C/C=C/c1cccc([N+](=O)[O-])c1)C(O)c1ccccc1 (centres undefined)
#39 Cc1ccc(S(=O)(=O)N2CCCC(C(=O)NCC3CCCO3)C2)cc1 (centres undefined)
#40 CCn1cc(C(=O)OCC(=O)Nc2c(C)cccc2C)c(=O)c2ccc(C)nc21

assay / entry,33,34,35,36,37,38,39,40
A549 viability,0%,-2%,0%&-3%,0%,-14%,12%,-3%,-19%
IL-2 act,-1.6,-0.3,-3.3,0.5,0.1,-1.0,0.5,-0.4
Nrf2 block,.,13%,?,8%,-5%,15%,-7%,-20%
Nrf2 ARE act,0.3%,-0.2%,-0.4%&4.3%,-0.3%,3.3%,14%,-1.1%,4.3%
TGFb inhibitor,14%,4%,11%&-18%,0%,0%,1%,1%,-12%
ATXN2 expr inh,-10%,2%,-9%&2%,8%,-28%,.,-19%,-17%
ATXN viability,i,i,i,i,i,i,?,i
HepG2 viability,7%,12%,-16%&-26%,0%,0%,4%,12%,-2%
EPAC2 agonist,8%,-30%,15%,-1%,3%,4%,-2%,10%

#41 CCCCn1c(C(C)NC(=O)COC)nc2ccccc21 (centres undefined)
#42 COc1ccc(C(=O)Nc2cc3c(cc2OC)CCCC3)cc1Br
#43 N/C(=N\C(=S)Nc1ccc2c(c1)OCO2)c1ccccc1
#44 CN1C(=O)C(O)(CC(=O)c2cccnc2)c2ccccc21 (centres undefined)
#45 O=S(=O)(NCCOc1ccccc1Cl)c1ccc2oc3ccccc3c2c1
#46 COc1ccccc1CNC(=O)c1ccc(N2Cc3cccc(OC)c3Oc3ncccc32)s1
#47 COc1cc2[nH]c(=O)n(CCCC(=O)NCCc3ccccc3)c(=O)c2cc1OC

assay / entry,41,42,43,44,45,46,47
A549 viability,3%,-5%,.,4%,0%,-1%,1%
IL-2 act,-2.5,4.7,0.9,-0.9,1.8,.,0.0
Nrf2 block,6%,1%,.,18%,0%,?,-24%
Nrf2 ARE act,-0.2%,-0.2%,4.2%,-0.1%,-0.3%,0.1%,-0.1%
TGFb inhibitor,-25%,-11%,-11%,-10%,16µM*,20%,2%
ATXN2 expr inh,-2%,-5%,60%[activator],1%,2%,.,5%
ATXN viability,i,i,?,i,i,.,i
HepG2 viability,-5%,-26%,-3%,2%,-29%,-2%,-2%
EPAC2 agonist,3%,0%,7%,2%,6%,.,-2%
